TcdB GH inh – TcdB glycohydrolase inhibitors, primary screen, biochemical, single point, plate reader. inhibition, % at 9.99 µM. 350,000 compounds, 0.24% hits. TcdB glycohydrolase enzymatic assay. AID 652162, 2013. Toxin B (Clostridioides difficile), P18177; in the data active means inhibition above about 10%
Target sequence (P18177 whole entry, looked up): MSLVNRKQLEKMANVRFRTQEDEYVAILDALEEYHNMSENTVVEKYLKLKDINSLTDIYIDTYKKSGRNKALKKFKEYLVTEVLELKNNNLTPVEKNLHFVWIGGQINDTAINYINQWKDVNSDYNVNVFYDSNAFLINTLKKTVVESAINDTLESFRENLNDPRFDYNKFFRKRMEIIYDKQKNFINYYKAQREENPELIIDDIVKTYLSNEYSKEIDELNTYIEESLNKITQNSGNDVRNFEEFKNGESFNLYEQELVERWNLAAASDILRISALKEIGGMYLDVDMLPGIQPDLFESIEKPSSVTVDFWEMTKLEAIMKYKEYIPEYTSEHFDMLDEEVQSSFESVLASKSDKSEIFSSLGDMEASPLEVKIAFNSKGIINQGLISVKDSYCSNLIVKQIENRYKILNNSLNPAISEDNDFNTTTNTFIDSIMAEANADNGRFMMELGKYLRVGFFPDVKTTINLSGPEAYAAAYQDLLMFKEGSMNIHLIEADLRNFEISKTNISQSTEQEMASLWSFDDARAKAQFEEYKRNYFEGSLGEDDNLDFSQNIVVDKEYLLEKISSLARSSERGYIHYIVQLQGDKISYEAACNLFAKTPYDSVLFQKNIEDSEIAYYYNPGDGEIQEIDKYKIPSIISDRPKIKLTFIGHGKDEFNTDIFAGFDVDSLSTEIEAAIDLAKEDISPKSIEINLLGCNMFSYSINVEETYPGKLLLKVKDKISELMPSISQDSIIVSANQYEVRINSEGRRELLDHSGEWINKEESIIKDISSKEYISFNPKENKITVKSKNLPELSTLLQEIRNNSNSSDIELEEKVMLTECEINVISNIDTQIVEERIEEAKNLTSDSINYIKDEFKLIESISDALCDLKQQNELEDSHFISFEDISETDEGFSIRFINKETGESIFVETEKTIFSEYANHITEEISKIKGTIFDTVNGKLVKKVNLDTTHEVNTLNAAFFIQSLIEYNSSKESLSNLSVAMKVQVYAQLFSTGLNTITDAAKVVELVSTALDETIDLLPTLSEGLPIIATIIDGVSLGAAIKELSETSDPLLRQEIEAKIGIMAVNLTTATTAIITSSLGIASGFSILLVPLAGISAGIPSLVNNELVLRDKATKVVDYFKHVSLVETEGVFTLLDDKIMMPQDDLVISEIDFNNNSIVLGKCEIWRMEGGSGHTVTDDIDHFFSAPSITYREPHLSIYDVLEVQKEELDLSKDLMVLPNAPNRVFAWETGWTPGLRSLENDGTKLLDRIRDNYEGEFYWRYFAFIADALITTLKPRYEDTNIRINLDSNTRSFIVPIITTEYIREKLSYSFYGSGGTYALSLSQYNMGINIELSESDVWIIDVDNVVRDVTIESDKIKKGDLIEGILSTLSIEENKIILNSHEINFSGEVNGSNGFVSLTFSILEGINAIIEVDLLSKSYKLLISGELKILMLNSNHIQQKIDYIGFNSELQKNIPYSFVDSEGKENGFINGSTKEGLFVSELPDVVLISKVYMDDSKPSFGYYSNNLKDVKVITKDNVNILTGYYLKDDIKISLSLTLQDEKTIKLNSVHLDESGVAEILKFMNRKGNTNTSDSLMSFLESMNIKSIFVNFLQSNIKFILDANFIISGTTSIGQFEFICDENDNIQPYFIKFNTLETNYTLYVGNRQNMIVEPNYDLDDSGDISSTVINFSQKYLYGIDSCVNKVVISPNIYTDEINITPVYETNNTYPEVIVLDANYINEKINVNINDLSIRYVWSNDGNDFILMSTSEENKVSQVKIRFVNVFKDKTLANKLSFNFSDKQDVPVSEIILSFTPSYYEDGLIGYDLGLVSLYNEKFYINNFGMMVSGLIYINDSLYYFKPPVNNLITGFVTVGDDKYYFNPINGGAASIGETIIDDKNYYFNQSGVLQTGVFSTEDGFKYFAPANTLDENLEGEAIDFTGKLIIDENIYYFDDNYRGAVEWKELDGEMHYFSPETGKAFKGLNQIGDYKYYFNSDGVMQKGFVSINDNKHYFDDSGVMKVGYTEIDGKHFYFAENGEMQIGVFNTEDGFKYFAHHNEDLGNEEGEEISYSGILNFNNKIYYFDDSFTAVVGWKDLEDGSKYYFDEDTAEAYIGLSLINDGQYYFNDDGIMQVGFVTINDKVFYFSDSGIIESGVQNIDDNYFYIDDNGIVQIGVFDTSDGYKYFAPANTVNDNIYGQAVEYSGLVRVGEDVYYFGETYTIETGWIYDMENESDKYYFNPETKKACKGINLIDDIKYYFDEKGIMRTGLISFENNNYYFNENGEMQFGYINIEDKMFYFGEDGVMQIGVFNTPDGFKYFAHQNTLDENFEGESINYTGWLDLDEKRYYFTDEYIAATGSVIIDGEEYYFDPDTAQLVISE
* marks the source's active call; other numbers are inactive results; & = joins results of further samples. A portion of the library; rates above refer to the full screens.

SMILES | TcdB GH inh
C[C@@H]1CN([C@@H](C)CO)C(=O)c2cccc(NC(=O)Nc3ccc4c(c3)OCO4)c2O[C@H]1CN(C)C(=O)Nc1cccc2ccccc12 | 0.5
COc1ccc(-c2ccc([C@H]3[C@@H](C#N)N(C(=O)NC(C)C)[C@H]3CO)cc2)cc1 | 0.0
C[C@@H]1CCCCO[C@@H](CN(C)S(=O)(=O)c2ccccc2)[C@H](C)CN([C@H](C)CO)C(=O)c2cc(NS(=O)(=O)c3ccc(Cl)cc3)ccc2O1 | 1.4
C[C@@H]1CN([C@H](C)CO)S(=O)(=O)c2ccc(C#C[C@@H](C)O)cc2O[C@@H]1CN(C)CC1CCOCC1 | 0.6
C[C@@H]1CN([C@@H](C)CO)C(=O)c2cc(C#CC3(O)CCCC3)cnc2O[C@@H]1CN(C)C(=O)C1CCOCC1 | -1.2
CCNC(=O)[C@H]1[C@H](CO)[C@H]2Cn3c(ccc(-c4ccc(OC)cc4)c3=O)[C@@H]1N2S(C)(=O)=O | -1.2
Cc1ccc(S(=O)(=O)N(C)C[C@@H]2Oc3ccc(NC(=O)CCCCCC(=O)Nc4ccccc4N)cc3C(=O)N([C@@H](C)CO)C[C@H]2C)cc1 | -5.4
CCCC#Cc1cnc2c(c1)C(=O)N([C@H](C)CO)C[C@H](C)[C@H](CN(C)C(=O)C1CC1)O2 | 1.4
C[C@@H]1CN([C@H](C)CO)C(=O)Cc2cc(NC(=O)Cc3cn(C)c4ccccc34)ccc2O[C@H]1CN(C)C(=O)Nc1ccc2c(c1)OCO2 | 0.0
C[C@@H]1CN([C@H](C)CO)C(=O)c2cccc(N(C)C)c2O[C@H]1CN(C)C(=O)Nc1ccc(C(F)(F)F)cc1 | 0.2
O=C(N[C@H]1CC[C@H](CC(=O)N2CCN(c3ccccc3)CC2)O[C@@H]1CO)c1ccccc1 | -0.9
C[C@H](CO)N1C[C@H](C)[C@H](CN(C)C)Oc2cc(C#Cc3cccc(F)c3)ccc2S1(=O)=O | -0.6
C[C@@H]1CN([C@@H](C)CO)C(=O)c2cccc(N(C)C)c2O[C@H]1CN(C)S(=O)(=O)c1ccccc1 | -0.4
CCCN(C)C[C@H]1Oc2ncc(-c3cccc(C#N)c3)cc2C(=O)N([C@@H](C)CO)C[C@H]1C | -0.3
C[C@H]1CCCCO[C@H](CN(C)Cc2ccc(C(=O)O)cc2)[C@@H](C)CN([C@@H](C)CO)C(=O)c2cc(NC(=O)c3ccccc3)ccc2O1 | 1.4
O=C(C[C@@H]1CC[C@H](NC(=O)Nc2ccc3c(c2)OCO3)[C@H](CO)O1)NCc1ccccc1 | 0.1
O=C(NC[C@@H]1CC[C@@H]2[C@@H](CN2Cc2ccccc2F)O1)C1CC1 | -0.1
C[C@H]1CN([C@@H](C)CO)C(=O)Cc2cc(NS(=O)(=O)c3ccc(F)cc3)ccc2O[C@H]1CN(C)C(=O)Nc1ccc(C(F)(F)F)cc1 | 0.4
CN(C)CC(=O)N[C@H]1CC[C@@H](CCNC(=O)C2CCCC2)O[C@@H]1CO | 1.8
O=C(Nc1ccccc1F)N1[C@@H]2CNC[C@H]1C2c1ccc(-c2ccccc2)cc1 (some centres undefined) | 1.0&-0.1
CN1CCN(C(=O)[C@@H]2[C@@H](CO)[C@@H]3Cn4c(ccc(-c5cccnc5)c4=O)[C@@H]3N2CC2CC2)CC1 | -0.4
C[C@@H]1CN([C@H](C)CO)C(=O)c2cc(N(C)C)ccc2O[C@@H](C)CCCCO[C@H]1CN(C)C(=O)CCC(F)(F)F | -10.2
COCC#Cc1ccc([C@@H]2[C@H]3CN(Cc4cncnc4)CCCCN3[C@H]2CO)cc1 | -0.9
C[C@@H]1CN([C@H](C)CO)C(=O)Cc2cc(NS(=O)(=O)c3ccc(F)cc3)ccc2O[C@H]1CN(C)C(=O)Nc1ccccc1 | -0.5
C[C@H](CO)N1C[C@H](C)[C@@H](CN(C)C(=O)c2cccc(F)c2)Oc2ncc(-c3cncnc3)cc2C1=O | -0.4
C[C@@H]1CN([C@H](C)CO)C(=O)c2cccc(NC(=O)c3ccncc3)c2O[C@H]1CN(C)Cc1ccc(C(=O)Nc2ccccc2N)cc1 | -0.2
COc1ccc(-c2ccc([C@@H]3[C@H]4CN(C(=O)C5CCOCC5)CC(=O)N4[C@H]3CO)cc2)cc1 | -11.0
C[C@@H]1CN([C@H](C)CO)C(=O)CCCn2nncc2CO[C@H]1CN(C)C(=O)Nc1ccc(-c2cccs2)cc1 | 2.8
COc1ccc(NC(=O)Nc2ccc3c(c2)C(=O)N([C@@H](C)CO)C[C@H](C)[C@@H](CN(C)C(=O)Nc2ccc(C(F)(F)F)cc2)OCCCC[C@H](C)O3)cc1 | -0.3
CNC[C@H]1Oc2ccc(N)cc2C(=O)N([C@H](C)CO)C[C@@H]1C | -1.7
CCCC#Cc1ccc([C@@H]2[C@@H](CO)N3C(=O)CN(C(=O)CN4CCOCC4)C[C@@H]23)cc1 | -0.7
C[C@@H]1CN([C@@H](C)CO)C(=O)Cc2cc(NC(=O)CCCCCC(=O)Nc3ccccc3N)ccc2O[C@@H]1CN(C)C | -0.3
COc1ccc(-c2ccc([C@@H]3[C@@H](C#N)N[C@@H]3CO)cc2)cc1 | 0.6
CCCNC(=O)N(C)C[C@@H]1Oc2ncc(C#CC3CC3)cc2C(=O)N([C@@H](C)CO)C[C@H]1C | -0.9
C[C@H](O)C#Cc1cnc2c(c1)C(=O)N([C@H](C)CO)C[C@H](C)[C@@H](CN(C)C(=O)CN(C)C)O2 | 1.8
Cc1ccccc1S(=O)(=O)N1C[C@H](O)COC[C@@H]2O[C@H](CC(=O)NCCc3ccccc3)CC[C@H]21 | -0.7
COc1cccc(S(=O)(=O)N2CCCCN3[C@H](CO)[C@@H](c4ccc(-c5ccccc5)cc4)[C@H]3C2)c1 | -9.9
COCCNC(=O)C[C@@H]1CC[C@@H]2[C@H](COC[C@H](O)CN2Cc2cccc(-c3ccncc3)c2)O1 | -3.1
C/C=C/c1ccc2c(c1)O[C@H](CN(C)C(=O)Nc1ccccc1)[C@H](C)CN([C@H](C)CO)S2(=O)=O | 0.2
O=C(C[C@H]1C=C[C@@H](NC(=O)Nc2ccc3c(c2)OCO3)[C@H](CO)O1)NCc1ccccc1 | 0.4
COc1ccccc1S(=O)(=O)N[C@H]1CC[C@@H](CC(=O)NCc2cc(F)cc(F)c2)O[C@@H]1CO | -1.8
COc1ccc([Si](C)(C)[C@@H]2[C@@H](CCO)O[C@]3(C(=O)N(Cc4cccc(N5CCOC5=O)c4)c4ccccc43)[C@H]2C)cc1 | 0.2
O=C(CC1CC1)N1CC2(C1)[C@@H](c1ccccc1)[C@@H](CO)N2C(=O)c1cnccn1 | 0.3
CCCNC(=O)N(C)C[C@H]1Oc2ncc(C#Cc3ccccc3F)cc2C(=O)N([C@H](C)CO)C[C@@H]1C | -0.7
CO[C@H]1CN(C)C(=O)c2ccc(NS(=O)(=O)c3ccc(Oc4ccccc4)cc3)cc2OC[C@@H](C)NC[C@@H]1C | 1.0
Cc1noc(C)c1NC(=O)Nc1ccc2c(c1)C(=O)N([C@@H](C)CO)C[C@@H](C)[C@H](CN(C)C(=O)Nc1cccc3ccccc13)O2 | -0.3
C[C@@H]1CN([C@@H](C)CO)C(=O)c2cc(C3=CCCCC3)cnc2O[C@H]1CN(C)CC1CCOCC1 | -1.1
C[C@@H]1CN([C@@H](C)CO)C(=O)Cc2cc(NC(=O)Nc3ccc(C(F)(F)F)cc3)ccc2O[C@@H]1CN(C)C(=O)NC1CCCCC1 | -0.8
CC(=O)N(C)C[C@@H]1Oc2cc(C3=CCCC3)ccc2S(=O)(=O)N([C@@H](C)CO)C[C@H]1C | 0.5
O=C(Nc1ccc2c(c1)[C@H]1C[C@H](CC(=O)N3CCCCC3)O[C@H](CO)[C@H]1O2)C1CCC1 | 1.1
C[C@@H]1CN([C@H](C)CO)C(=O)CCCn2cc(nn2)CO[C@H]1CN(C)CC1CCCC1 | 1.2
CCS(=O)(=O)Nc1ccc2c(c1)C(=O)N(C)C[C@@H](OC)[C@H](C)CN(C(=O)CN(C)C)[C@H](C)CO2 | 0.0
CC(C)CC#Cc1ccc2c(c1)O[C@@H](CN(C)C(=O)C1CCCCC1)[C@H](C)CN([C@@H](C)CO)S2(=O)=O | -0.3
CN(C)Cc1cn(CC[C@@H]2CC[C@@H](NC(=O)Nc3ccccc3F)[C@H](CO)O2)nn1 | -0.8
CN1C(=O)c2cc(NC(=O)c3ccccc3F)ccc2OC[C@H]2O[C@@H](CC(=O)NCc3ccc4c(c3)OCO4)CC[C@H]21 | 0.1
Cc1ccc(S(=O)(=O)N(C)C[C@@H]2Oc3ccc(NC(=O)Cc4cn(C)c5ccccc45)cc3C(=O)N([C@H](C)CO)C[C@@H]2C)cc1 | -1.5
O=S(=O)(Cc1ccccc1)N1CCCCN2[C@@H](CO)[C@@H](c3ccc(-c4ccc(F)cc4)cc3)[C@@H]2C1 | -0.2
C[C@@H]1CN([C@H](C)CO)C(=O)c2cc(NC(=O)Nc3ccc(C(F)(F)F)cc3)ccc2O[C@@H]1CN(C)Cc1ccc(C(=O)Nc2ccccc2N)cc1 | -1.1
C[C@H]1CN([C@@H](C)CO)C(=O)Cc2cc(NS(=O)(=O)c3ccc(Cl)cc3)ccc2O[C@@H]1CN(C)Cc1ccc(Cl)c(Cl)c1 | -1.5
C[C@@H]1CCCCO[C@H](CN(C)Cc2ccc3c(c2)OCO3)[C@@H](C)CN([C@@H](C)CO)C(=O)c2cc(NC(=O)CCC(F)(F)F)ccc2O1 | 0.2

Other results follow.
SMILES | TcdB GH inh
CC(C)NC(=O)N(C)C[C@@H]1Oc2ccc(NC(=O)Nc3ccc(C(F)(F)F)cc3)cc2C(=O)N([C@@H](C)CO)C[C@@H]1C | -0.3
C[C@@H]1CCCCO[C@@H](CN(C)C(=O)c2ccccc2)[C@@H](C)CN([C@H](C)CO)C(=O)c2cc(NS(=O)(=O)c3cccs3)ccc2O1 | 0.0
CN1CCN(C(=O)C[C@H]2CC[C@H]3[C@@H](COC[C@H](O)CN3S(=O)(=O)c3cccc(Cl)c3)O2)CC1 | 0.0
COc1ccc(NC(=O)N(C)C[C@@H]2Oc3c(NC(=O)c4cc(C)nn4C)cccc3C(=O)N([C@@H](C)CO)C[C@H]2C)cc1 | -0.2
O=C(O)[C@H]1[C@H](CO)[C@H]2Cn3c(cccc3=O)[C@@H]1N2C(=O)c1ccccc1 | 0.1
COc1cccc(S(=O)(=O)N[C@@H]2CC[C@H](CC(=O)NC3Cc4ccccc4C3)O[C@@H]2CO)c1 | 1.3
CO[C@@H](CN(C)S(=O)(=O)c1ccc(F)cc1)[C@@H](C)CN([C@H](C)CO)S(=O)(=O)c1cccc(Cl)c1 | 2.6
CC(C)(C)[C@H]1C=C(C(=O)N2CCCC2)O[C@@H](OCc2ccc(CO)cc2)C1 | -1.0
C[C@@H]1CN([C@H](C)CO)S(=O)(=O)c2ccc(-c3ccccc3)cc2O[C@H]1CN(C)S(C)(=O)=O | -5.4
COc1ccc(CN(C)C[C@@H]2Oc3ccc(NS(C)(=O)=O)cc3C(=O)N([C@@H](C)CO)C[C@@H]2C)cc1 | 0.5
CCCN1[C@H](C(=O)NCC(F)(F)F)[C@@H](CO)[C@@H]2Cn3c(ccc(-c4ccccc4)c3=O)[C@@H]21 | -0.1
COCC(=O)N[C@@H]1C=C[C@@H](CC(=O)N2CCCCC2)O[C@@H]1CO | -1.0
O=C(Nc1ccccc1F)N[C@H]1CC[C@H](CCNC(=O)C2CCC2)O[C@@H]1CO | 0.8
C[C@H]1CN([C@@H](C)CO)C(=O)c2cc(C3=CCCC3)cnc2O[C@@H]1CN(C)C(=O)CN1CCOCC1 | 0.9
COc1ccc(CN(C)C[C@H]2OCCCC[C@@H](C)Oc3ccc(NC(=O)Nc4ccc(OC)cc4)cc3C(=O)N([C@H](C)CO)C[C@H]2C)cc1 | -0.4
CNC[C@H]1OCCCC[C@@H](C)Oc2ccc(NS(=O)(=O)c3cccs3)cc2C(=O)N([C@H](C)CO)C[C@H]1C | 0.4
COCC(=O)Nc1ccc2c(c1)[C@@H]1C[C@@H](CC(=O)NCc3ccccc3F)O[C@H](CO)[C@@H]1O2 | -0.6
C[C@H]1CN([C@@H](C)CO)S(=O)(=O)c2ccc(-c3ccccc3F)cc2O[C@@H]1CN(C)Cc1ccncc1 | 0.6
C[C@@H]1CN([C@@H](C)CO)S(=O)(=O)c2ccc(-c3ccc(F)cc3)cc2O[C@@H]1CN(C)C | 0.7
C[C@@H]1CCCCO[C@H](CN(C)Cc2ccccc2)[C@@H](C)CN([C@H](C)CO)C(=O)c2cc(NS(=O)(=O)c3cccs3)ccc2O1 | 0.5

Nothing new here: 11 of the compounds above.
SMILES | TcdB GH inh
COc1ccc(CN(C)C[C@@H]2Oc3ccc(NS(C)(=O)=O)cc3C(=O)N([C@@H](C)CO)C[C@@H]2C)cc1 | 0.5
CCCN1[C@H](C(=O)NCC(F)(F)F)[C@@H](CO)[C@@H]2Cn3c(ccc(-c4ccccc4)c3=O)[C@@H]21 | -0.1
COCC(=O)N[C@@H]1C=C[C@@H](CC(=O)N2CCCCC2)O[C@@H]1CO | -1.0
O=C(Nc1ccccc1F)N[C@H]1CC[C@H](CCNC(=O)C2CCC2)O[C@@H]1CO | 0.8
C[C@H]1CN([C@@H](C)CO)C(=O)c2cc(C3=CCCC3)cnc2O[C@@H]1CN(C)C(=O)CN1CCOCC1 | 0.9
COc1ccc(CN(C)C[C@H]2OCCCC[C@@H](C)Oc3ccc(NC(=O)Nc4ccc(OC)cc4)cc3C(=O)N([C@H](C)CO)C[C@H]2C)cc1 | -0.4
CNC[C@H]1OCCCC[C@@H](C)Oc2ccc(NS(=O)(=O)c3cccs3)cc2C(=O)N([C@H](C)CO)C[C@H]1C | 0.4
COCC(=O)Nc1ccc2c(c1)[C@@H]1C[C@@H](CC(=O)NCc3ccccc3F)O[C@H](CO)[C@@H]1O2 | -0.6
C[C@H]1CN([C@@H](C)CO)S(=O)(=O)c2ccc(-c3ccccc3F)cc2O[C@@H]1CN(C)Cc1ccncc1 | 0.6
C[C@@H]1CN([C@@H](C)CO)S(=O)(=O)c2ccc(-c3ccc(F)cc3)cc2O[C@@H]1CN(C)C | 0.7
C[C@@H]1CCCCO[C@H](CN(C)Cc2ccccc2)[C@@H](C)CN([C@H](C)CO)C(=O)c2cc(NS(=O)(=O)c3cccs3)ccc2O1 | 0.5
